DAT uptake mod = changed human dopamine transporter uptake under cocaine IC80; LLC-PK1 hDAT cells, [14C]-dopamine uptake with cocaine IC80; actives deviate in either direction; B-score at 10 µM; actives 1.3% (n = 110,000);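 active means Z score or B-score, a plate-position-corrected score, falls beyond the plate's 99.7% confidence bounds, in either direction; inactive means both scores lie inside the 99.7% bounds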;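 further: scored against the spread of the other compound wells on the same plate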
Target sequence (Q01959 whole entry, looked up): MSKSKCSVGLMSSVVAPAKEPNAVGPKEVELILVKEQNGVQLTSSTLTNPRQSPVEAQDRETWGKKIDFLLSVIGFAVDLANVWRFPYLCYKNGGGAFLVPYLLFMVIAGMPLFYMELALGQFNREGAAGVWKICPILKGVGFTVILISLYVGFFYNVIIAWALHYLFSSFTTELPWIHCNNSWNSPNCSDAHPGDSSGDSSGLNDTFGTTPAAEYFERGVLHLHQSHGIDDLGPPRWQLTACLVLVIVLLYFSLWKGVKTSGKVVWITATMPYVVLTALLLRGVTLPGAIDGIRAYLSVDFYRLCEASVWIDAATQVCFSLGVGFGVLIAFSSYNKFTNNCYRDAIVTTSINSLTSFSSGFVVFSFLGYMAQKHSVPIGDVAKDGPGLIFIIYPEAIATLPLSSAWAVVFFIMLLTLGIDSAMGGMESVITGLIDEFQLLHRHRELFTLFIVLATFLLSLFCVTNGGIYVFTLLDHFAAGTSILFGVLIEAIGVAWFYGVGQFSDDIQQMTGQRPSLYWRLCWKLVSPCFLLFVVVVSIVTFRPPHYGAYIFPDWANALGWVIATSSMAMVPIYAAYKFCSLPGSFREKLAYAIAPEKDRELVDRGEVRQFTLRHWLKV
Candida biofilm = kills Candida albicans biofilms | inhibition, % at 6 µM | actives 0.14% (n = 85,000) | C. albicans biofilm + clotrimazole, Alamar Blue;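 active means inhibition above 20%; inactive means inhibition below 20%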;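 further: preformed 24 hr biofilms exposed to compound for 48 hr; 0% = biofilm without compound and 100% = blank killed by clotrimazole plus chlorhexidine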
MT1-MMP txn act = MT1-MMP promoter transcription activation; HT1080 MT1-MMP promoter luciferase reporter, luminescence, overnight; active compounds read high; activation factor at 10 µM; actives 0.16% (n = 86,000);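 active means activation factor of at least 2 for MT1-MMP transcription at 10 µM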
HUVEC tox TNFa = HUVEC cytotoxicity counter-screen, TNF alpha stimulated; HUVEC TNFalpha-stimulated, Hoechst cell count, imaging; cell count reduction, % at 2 µM; actives 0.17% (n = 93,000); AID 848;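 active means cell count reduction exceeding the screen mean by over 5 SD, scaled to untreated wells per plate, cut at about 78% in these data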;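 further: cells counted after 24 h of TNF alpha exposure following the 1 h pretreatment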
HUVEC tox IL1B = HUVEC cytotoxicity counter-screen, IL-1B stimulated; HUVEC cell count loss, Hoechst imaging; cell count reduction, % at 2 µM; actives 0.41% (n = 94,000); AID 845;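 active means cell count reduction more than 3 SD above the screen-wide mean, cut at about 70% in these data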;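 further: normalized per plate to untreated control cells as the no-loss baseline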
F-actin modifier = modifiers of cytoskeleton assembly. HUVEC TNFa F-actin phalloidin imaging, high content. inhibition, % at 2 µM. actives 0.18% (n = 91,000);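 active means inhibition above the batch mean plus 3 SD and confirmed as a hit by visual image inspection, cut at about 30% in these data, passing the limit was not always enough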; further: strong numbers were not always called active
Smad3 inh = Smad3 (human) transcription factor binding inhibition; TR-FRET Smad3/Dy647-FoxH1 peptide binding, europium anti-His; inhibition, % at 25 µM; actives 0.29% (n = 88,000); AID 630;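 active means compounds that reduce the energy-transfer binding signal between the protein and its labelled peptide by more than half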;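 further: 0% = Smad3 plus labelled peptide maximal FRET and 100% = peptide-only background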
Target sequence (P84022 whole entry, looked up): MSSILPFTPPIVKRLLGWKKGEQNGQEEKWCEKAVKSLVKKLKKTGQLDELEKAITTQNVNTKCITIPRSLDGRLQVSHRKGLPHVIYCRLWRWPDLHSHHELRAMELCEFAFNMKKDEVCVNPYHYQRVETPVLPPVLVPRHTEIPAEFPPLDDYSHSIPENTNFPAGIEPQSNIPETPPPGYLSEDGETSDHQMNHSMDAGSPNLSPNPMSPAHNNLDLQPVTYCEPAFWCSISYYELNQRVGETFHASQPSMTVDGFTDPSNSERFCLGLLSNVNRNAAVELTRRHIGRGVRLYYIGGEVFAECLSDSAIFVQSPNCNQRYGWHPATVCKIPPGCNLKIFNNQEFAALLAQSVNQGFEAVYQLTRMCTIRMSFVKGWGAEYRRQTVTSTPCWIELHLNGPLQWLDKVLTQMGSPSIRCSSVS
LYP inh 2 = inhibitors of human LYP (PTPN22) phosphatase | recombinant LYP catalytic domain, DiFMUP fluorescence | actives 0.21% (n = 96,000) | Q9Y2R2 | inhibition, % at 2 µM;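 active means inhibition at 2 µM at or above a set limit, the screen mean plus 3 SD, cut at about 24% in these data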;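 further: 0% = DMSO with enzyme and 100% = enzyme fully blocked by orthovanadate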
VCAM1 TNFa inh = reduces TNF alpha induced VCAM1 expression in HUVEC; HUVEC TNFa-induced VCAM-1 immunofluorescence, high-content imaging; inhibition, % at 2 µM; actives 0.48% (n = 95,000); AID 802;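 active means inhibition above the batch mean plus 3 SD, with images confirmed as a hit by eye, cut at about 37% in these data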;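 further: 0% = TNF-stimulated DMSO wells and 100% = unstimulated control wells; not every result past the cut was called active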
Starred values were filed as active, the others as inactive; . = no result given; [ ] = another dose, or the depositor's remark. An excerpt (hit frequency here may not be typical).

SMILES	DAT uptake mod	Candida biofilm	MT1-MMP txn act	HUVEC tox TNFa	HUVEC tox IL1B	F-actin modifier	Smad3 inh	LYP inh 2	VCAM1 TNFa inh
CC(C)=CC(=O)Nc1nnc(-c2ccc(F)cc2)s1	0.51	.	.	-16	-19	26	.	8	6
CCCCOc1ccc(-c2nnn(C(C)(C)C(=O)OC)n2)cc1	0.79	4	1.5	-2	-19	10	1	12	-3
Cc1cc(NC(=O)CSc2nnnn2C2CCCC2)no1	0.31	-2	1.2	8	2	5	4	8	-24
Cc1noc(C)c1CSc1nc2ccccc2c(=O)n1-c1ccc(F)cc1F	.	10	0.9	-6	-2	6	5	5	-4
O=C(CCC1CCCC1)N1CCC(N2CCN(c3ccccc3)CC2)CC1	1.4	6	1	-12	.	0	3	-9	20
C=CCOc1ccccc1C1C2=C(CC(C)(C)CC2=O)Nc2c1c(=O)n(C)c(=O)n2C (stereo unspecified)	.	13	1.1	-9	-2	18	7	-12	-4
COCc1n[nH]c(=S)n1-c1ccccc1	-0.51	2	0.9	-4	4	-30	-14	-2	-10
Cc1ccnc(NC(=O)c2cc(S(=O)(=O)N3CCCCC3)ccc2Cl)c1	2.1	9	1	-16	20	3	3	-5	15
Cc1ccsc1/C=c1\sc2ncnn2c1=O	0.34	9	1.1	.	.	.	1	.	.
CC(C)NS(=O)(=O)c1ccc(OCC(N)=O)c(Cl)c1	-0.0019	4	1.1	-12	-16	6	3	-4	-3
Cc1ccc(N(CC(=O)NC2CCCCC2)C(=O)c2ccc(C)s2)cc1	-0.043	.	.	-4	0	-24	.	4	6
CC(C)OC(=O)c1cc(=O)[nH]c2ccccc12	1	6	0.9	-19	8	8	5	2	3
Cn1c(=O)c2c(nc(N3CCOCC3)n2CCNC2=NCCC2)n(C)c1=O	-1.4	-4	1	5	.	-52	-9	-6	-24
COC(=O)c1cc2c(cc1Cl)SC(=NCCCN1CCOCC1)NS2(=O)=O	0.52	4	1.2	-2	1	-10	10	-2	-1
COc1cccc(NS(=O)(=O)c2ccc3[nH]cc(C(=O)N(C)Cc4ccco4)c(=O)c3c2)c1	0.98	1	1.1	-15	-10	.	8	-1	-14
COc1ccc(-n2ccc(=O)c3c2CCCC3=O)cc1	1.4	1	1.3	44	-31	-42	2	-2	12
O=C(CN1C(=O)C2CC=CCC2C1=O)NC1=NCCS1 (stereo unspecified)	0.11	2	1.1	-9	6	-37	6	-3	1
COc1ccccc1-c1cc(N)n(S(=O)(=O)c2ccc(F)c(C)c2)n1	-0.4	5	1.1	.	.	.	18	.	.
CCc1sc(N(C(=O)Cc2ccccc2)c2cccc(F)c2)nc1-c1ccc(C)cc1	-0.13	.	.	1	9	-5	.	5	0
O=C(CSc1nnc2c3ccccc3c3ccccc3c2n1)Nc1ccccc1	.	.	.	-4	-14	2	.	2	28
CC1=C(C(=O)Nc2ccc(Br)cc2)C(c2ccco2)NC(=O)N1 (stereo unspecified)	-0.72	3	1.1	-2	.	-3	9	-5	3
Cc1cc(/C=C(\C#N)C(=O)Nc2ccccc2)c(C)n1-c1ccc2c(c1)OCO2	2	.	.	-20	31	-39	.	1	4
CCOC(=O)c1c(C)[nH]c(C(=O)CSc2nnnn2-c2ccc(C)cc2)c1C	0.62	6	1.1	2	-20	6	4	-2	-13
COCc1nc(-c2ccc(-c3ccc(C)cc3)nc2OC)no1	-0.73	9	1.2	-25	8	24	9	2	0
CCCCNc1ncnc2c1cnn2-c1ccc(C)cc1C	1.4	6	1.2	.	.	.	9	.	.
CCOc1ccc(C(=O)N(Cc2ccc(OC)cc2)Cc2cc3cc(OC)ccc3[nH]c2=O)cc1	-0.67	3	1	-23	-22	9	0	2	10
CCn1c(N2CCC(C)CC2)nc2c1c(=O)n(C)c(=O)n2C	2	2	0.9	-32	0	-6	0	0	20
Cc1ccc(S(=O)(=O)N2CCN(C(=O)c3cc4c(C)nn(-c5ccccc5)c4s3)CC2)cc1	0.39	3	1.1	-14	-7	13	5	3	12
COc1ccc(-c2nc(-c3ccccc3)no2)c(OC)c1	-1.8	-4	0	.	.	.	-10[fluorescence artefact?]	.	.
COC(=O)Nc1ccc(S(=O)(=O)N2CCCCC2)cc1	0.65	6	.	-14	-7	.	7	5	15
Cn1c(SCC(=O)NC(=O)NCc2ccco2)nnc1C(F)(F)F	.	4	1.1	-18	-93	-2	16	23	-8
CCOC(=O)c1ccc(NC(=O)CSc2nnc(C3CC3)n2CC)cc1	0.85	-1	1.2	3	-33	-15	-10	-7	13
O=C(CN1CCC(C(=O)c2ccc(F)cc2)CC1)Nc1ccccc1	0.51	7	1.1	-9	0	-20	6[fluorescence artefact?]	-8	-13
Cn1c(SCC(=O)NCc2ccc3c(c2)OCO3)nnc1-c1cccs1	0.0086	3	1	.	.	.	-4	.	.
COCCCNC(=O)Cn1ncc2ccsc2c1=O	.	9	1.1	-31	-6	5	11	12	-2
c1ccc2c(c1)nc1sccn12	-1.3	3	1.2	.	.	.	-3	.	.
Cc1ccc(C)n1NC(=O)c1ccc(O)cc1	-0.73	4	1	8	-61	-5	0	2	4
O=C(CSc1n[nH]c(-c2cccs2)n1)NCc1ccc2c(c1)OCO2	0.0051	3	1.1	4	27	4	20	4	-32
CC(=O)Nc1cc(NC(=O)CCCC(=O)O)ccc1Cl	0.82	9	1.1	-25	-18	0	11[fluorescence artefact?]	4	-3
CCc1ccc(C2N(c3ccc(OC)cc3)C(=O)C3CCCN32)cc1 (stereo unspecified)	0.58	2	1	10	15	-4	-2	2	20

Quoted from the listing.
CC(=O)Nc1cc(NC(=O)CCCC(=O)O)ccc1Cl | Smad3 inh = 11[fluorescence artefact?]
CCn1c(N2CCC(C)CC2)nc2c1c(=O)n(C)c(=O)n2C | LYP inh 2 = 0

(next part)
SMILES	DAT uptake mod	Candida biofilm	MT1-MMP txn act	HUVEC tox TNFa	HUVEC tox IL1B	F-actin modifier	Smad3 inh	LYP inh 2	VCAM1 TNFa inh
CCOC(=O)CN1CC23C=CC(O2)C(C(=O)NC2CCCC2)C3C1=O (stereo unspecified)	-0.076	14	1.1	.	.	.	-7	.	.
O=C(Nc1cccc(F)c1)C1CC(=O)N(c2ccc(Br)cc2)C1 (stereo unspecified)	-0.76	7	1	-24	-28	-10	5	-7	6
CCCCN1CCCCC1C(=O)Nc1c(C)cc(C)cc1C (stereo unspecified)	-1.2	-2	1.2	-18	41	10	-4	-6	-18
O=C(NCc1cccnc1)c1cccc(F)c1	-1.1	2	1	-37	-20	7	-1	3	-16
CCn1ncc(C2=NOC(C(=O)Nc3ccc(C)cc3)C2)c1C (stereo unspecified)	0.25	6	1.2	-23	-26	-6	-5	-17	-6
O=C(N/C(=C/c1cccs1)c1nc2ccccc2[nH]1)c1ccccc1	-0.31	.	.	12	-36	-8	.	1	-8
Cc1cc(C(C)(C)C)oc1C(=O)N(CC(=O)NC1CCCC1)Cc1ccc(Cl)cc1	-0.55	.	.	-15	34	-15	.	19	2
CC(=O)C1CCN(Cc2ccccc2)CC1	-1.5	7	1.2	-9	-14	11	21[fluorescence artefact?]	-4	-1
Cc1nn(Cc2ccccc2)c(=O)n1N(C)c1ncc(C(F)(F)F)cc1Cl	0.93	3	1.1	-4	-2	-10	1	-2	20
COc1ccc(C2CC(c3ccccc3)Nc3nc(N)nn32)cc1 (stereo unspecified)	2.5*	3	1.1	-24	-3	0	9	-14	9
CC(=O)c1c(N2CCCCC2)nc(=S)n(-c2ccccc2)c1C	-0.21	.	1.1	-20	-15	.	-7	1	12
O=C(c1ccco1)N1CCN(c2nc(C3CC3)nc3c2nnn3Cc2ccccc2Cl)CC1	0.15	4	0.9	-40	-14	8	2	10	-23
O=C1c2cccnc2C(=O)N1Cc1ccco1	-0.64	5	1.1	.	.	.	-1	.	.
CCOc1ccc(S(=O)(=O)N2CCN(c3ccc(OC)cc3)CC2)c2cccnc12	-0.22	4	1.2	1	-10	-31	-4	-2	-43
C=C(C)Cc1c(C)nc(-c2ccccc2)[nH]c1=O	-0.6	7	1.1	-11	-16	4	4	8	13
Cc1nc(S(=O)(=O)c2ccc(Cl)cc2)nc2c1CCC2	.	.	.	-3	24	10	.	9	-8
CC1Cc2nc(SCC(N)=O)n(C)c(=O)c2S1 (stereo unspecified)	-0.27	1	1.1	.	.	.	-2	.	.
CCOC(=O)C[n+]1c(C)sc2ccc(OC)cc21	0.58	.	.	7	-21	-2	.	5	-2
O=C(O)C1CSC2(c3ccc4c(c3)OCCO4)CCC(=O)N12 (stereo unspecified)	0.42	-2	1.2	-38	-1	-15	3	7	0
O=C(CN1CCOCC1)NCCC12CC3CC(CC(C3)C1)C2	-1.7	.	.	-15	-15	13	.	4	-9

Arranged by formula weight (ascending): part of the list above
SMILES	DAT uptake mod	Candida biofilm	MT1-MMP txn act	HUVEC tox TNFa	HUVEC tox IL1B	F-actin modifier	Smad3 inh	LYP inh 2	VCAM1 TNFa inh
Cc1cc(NC(=O)CSc2nnnn2C2CCCC2)no1	0.31	-2	1.2	8	2	5	4	8	-24
CCn1ncc(C2=NOC(C(=O)Nc3ccc(C)cc3)C2)c1C (stereo unspecified)	0.25	6	1.2	-23	-26	-6	-5	-17	-6
O=C(Nc1cccc(F)c1)C1CC(=O)N(c2ccc(Br)cc2)C1 (stereo unspecified)	-0.76	7	1	-24	-28	-10	5	-7	6
Cc1cc(/C=C(\C#N)C(=O)Nc2ccccc2)c(C)n1-c1ccc2c(c1)OCO2	2	.	.	-20	31	-39	.	1	4
Cc1ccnc(NC(=O)c2cc(S(=O)(=O)N3CCCCC3)ccc2Cl)c1	2.1	9	1	-16	20	3	3	-5	15
CCc1sc(N(C(=O)Cc2ccccc2)c2cccc(F)c2)nc1-c1ccc(C)cc1	-0.13	.	.	1	9	-5	.	5	0
O=C(c1ccco1)N1CCN(c2nc(C3CC3)nc3c2nnn3Cc2ccccc2Cl)CC1	0.15	4	0.9	-40	-14	8	2	10	-23

Continued.
SMILES	DAT uptake mod	Candida biofilm	MT1-MMP txn act	HUVEC tox TNFa	HUVEC tox IL1B	F-actin modifier	Smad3 inh	LYP inh 2	VCAM1 TNFa inh
Cc1cc(Nc2ccc3ccccc3c2)n2ncnc2n1	0.81	8	1.6	-21	-10	2	2	4	8
O=C(CCNS(=O)(=O)c1cccs1)NCc1ccco1	-0.49	.	1.1	-53	-6	-11	.	-4	-26
COc1ccc(CCN(C(=O)c2ccc(F)cc2)C2=CC3CCC(C2)N3C)cc1OC (stereo unspecified)	0.63	2	1	.	.	.	-10	.	.
CCCN(CC1CC1)C(=O)Nc1ccccc1C	-0.35	7	1.1	-42	-9	10	2	1	13
COCCn1cnc2c1c(=O)n(CC(=O)Nc1cc(C)on1)c(=O)n2Cc1ccccc1	-0.36	-3	1.2	-5	6	10	-9	7	6
COc1ccc(CCNC(=O)C2CCCN(S(=O)(=O)c3cccc4nonc34)C2)cc1OC (stereo unspecified)	-0.46	6	.	14	-33	-7	12	12	14
COc1ccccc1N1CCN(Cc2ccc(OC)c(OC)c2OC)CC1	-0.21	8	0.9	-39	16	4	4	-9	8
Cc1cccc(Cc2c(C)nc3c(C(=O)N4CCN(Cc5ccc6c(c5)OCO6)CC4)cnn3c2C)c1	0.02	7	0.9	-1	12	-8	3	-1	19

Random excerpt: two compounds from above.
SMILES	DAT uptake mod	Candida biofilm	MT1-MMP txn act	HUVEC tox TNFa	HUVEC tox IL1B	F-actin modifier	Smad3 inh	LYP inh 2	VCAM1 TNFa inh
O=C(CCNS(=O)(=O)c1cccs1)NCc1ccco1	-0.49	.	1.1	-53	-6	-11	.	-4	-26
COc1ccc(CCN(C(=O)c2ccc(F)cc2)C2=CC3CCC(C2)N3C)cc1OC (stereo unspecified)	0.63	2	1	.	.	.	-10	.	.

Compound activity as filed in PubChem.
